# HEK cytotox = HEK 293 cell cytotoxicity. HEK 293 viability, ATP luminescence (CellTiter-Glo), 48-72 h. Potency, µM (titrated, usually from 115 µM), without a hit: at the highest dose activity change, negative = cytotoxicity, most hits filed as inhibitors. actives 6.6% (n = 94,000); also: potency is read from the fitted curve at half-maximal effect; nearly all actives have a fitted effect of over 60% in size
#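 Luminescence from cellular ATP, measured with CellTiter-Glo, indicates HEK 293 viability. Cells plated at 250 cells/well are treated with compound for 48 or 72 hr at 37 degree Celsius before reagent addition.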
# IP6K1 inh = inhibitors of human IP6K1 | Q92551 | IP6K1 kinase, ADP-Glo luminescence, 2 h; stronger effect = lower value | activity change, % (series mostly up to about 58 µM) | actives 0.81% (n = 140,000) | AID 1645851; in the data active = activity change below about -25%
# Target sequence (Q92551 whole entry, looked up): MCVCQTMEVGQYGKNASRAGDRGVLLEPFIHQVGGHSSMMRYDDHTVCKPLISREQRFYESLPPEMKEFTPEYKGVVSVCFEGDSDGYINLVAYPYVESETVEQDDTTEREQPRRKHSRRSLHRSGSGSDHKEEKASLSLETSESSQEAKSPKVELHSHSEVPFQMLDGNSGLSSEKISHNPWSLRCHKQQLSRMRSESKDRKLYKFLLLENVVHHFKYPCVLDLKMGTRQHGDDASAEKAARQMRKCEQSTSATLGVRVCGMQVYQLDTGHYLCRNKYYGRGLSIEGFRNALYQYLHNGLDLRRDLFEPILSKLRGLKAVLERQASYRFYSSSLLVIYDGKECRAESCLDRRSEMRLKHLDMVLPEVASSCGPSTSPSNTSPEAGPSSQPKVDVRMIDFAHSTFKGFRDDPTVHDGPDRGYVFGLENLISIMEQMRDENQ
#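 ADP-Glo luminescence measures ADP made by human IP6K1 during a 2 h RT reaction with ATP/IP6 (mix at 1.3 mM/130 uM); top library doses 57.5 and 19.1 uM final.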
# SNCA expr inhib = inhibitors of alpha-synuclein (SNCA) gene expression. HEK-293 SNCA-luciferase knock-in, luminescence, 24 h. Potency, µM (top dose mostly 57.2 µM), without a hit: at the highest dose activity change, negative = inhibition, hits mostly inhibitors. actives 0.17% (n = 140,000). AID 1671194;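 also: potency is read from the fitted curve at half-maximal effect; plate controls were DMSO cells for no effect and cell-free wells for full effect; nearly all actives have a fitted effect of over 45% in size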
# Luciferase inh = blocks purified firefly luciferase enzyme activity; purified P. pyralis luciferase, luminescence, biochemical; Potency, µM (doses to about 115 µM), for the others: at the highest dose activity change, negative = inhibition, hits mostly inhibitors; actives 2.5% (n = 76,000); AID 1347043; also: potency is read from the fitted curve at half-maximal effect; nearly all actives have a fitted effect of over 65% in size
#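 Purified 10nM P. pyralis luciferase with 10uM D-luciferin and 10uM ATP in 50mM Tris acetate pH 7.5, 10mM Mg acetate, 0.01% Tween-20, 0.05% BSA. qHTS titration; luminescence read by CCD imager.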
# 3T3 cytotox = NIH 3T3 cell cytotoxicity; NIH 3T3 viability, CellTiter-Glo ATP luminescence, 48-72 h; Potency, µM (highest dose often 96.7 µM), inactives show top-dose activity change, negative = cytotoxicity, most hits filed as inhibitors; actives 4.3% (n = 94,000); AID 1345082; also: potency is read from the fitted curve at half-maximal effect; nearly all actives have a fitted effect of over 55% in size
#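 Cytotoxicity was measured by CellTiter-Glo ATP luminescence after 48 or 72 h compound exposure at 37 °C. Mouse NIH 3T3 fibroblasts were seeded at 400 cells/well and dosed by 23 nL pin transfer.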
# HEK293 viab = cell viability loss counter-screen. HEK-293-SNCA-luc viability, GF-AFC fluorescence, 24 h. Potency, µM (top dose mostly 57.1 µM), inactives show top-dose activity change, negative = cytotoxicity, most hits filed as cytotoxic. actives 0.12% (n = 150,000);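 also: potency is read from the fitted curve at half-maximal effect; 0% = DMSO-treated cells and -100% = medium-only wells without cells; nearly all actives have a fitted effect of over 30% in size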
#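 Cytotoxicity counterscreen: after 24 h compound treatment of genome-edited SNCA-luciferase HEK-293 cells, live-cell protease substrate GF-AFC read by fluorescence after 30 min; activity scaled between DMSO (0%) and medium-only (-100%), curves Hill-fitted.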
# GPT2 inhibitor = inhibitors of human GPT2 alanine aminotransferase; Potency, µM (top dose mostly 57.7 µM), without a hit: top-dose activity change, negative = inhibition, usual class: inhibitors; actives 0.25% (n = 100,000); Recombinant GPT2, coupled pyruvate oxidase/HRP Amplex Red fluorescence; Q8TD30; also: potency is read from the fitted curve at half-maximal effect; nearly all actives have a fitted effect of over 60% in size; many of its hits are not listed in these tables
# Target sequence (Q8TD30 whole entry, looked up): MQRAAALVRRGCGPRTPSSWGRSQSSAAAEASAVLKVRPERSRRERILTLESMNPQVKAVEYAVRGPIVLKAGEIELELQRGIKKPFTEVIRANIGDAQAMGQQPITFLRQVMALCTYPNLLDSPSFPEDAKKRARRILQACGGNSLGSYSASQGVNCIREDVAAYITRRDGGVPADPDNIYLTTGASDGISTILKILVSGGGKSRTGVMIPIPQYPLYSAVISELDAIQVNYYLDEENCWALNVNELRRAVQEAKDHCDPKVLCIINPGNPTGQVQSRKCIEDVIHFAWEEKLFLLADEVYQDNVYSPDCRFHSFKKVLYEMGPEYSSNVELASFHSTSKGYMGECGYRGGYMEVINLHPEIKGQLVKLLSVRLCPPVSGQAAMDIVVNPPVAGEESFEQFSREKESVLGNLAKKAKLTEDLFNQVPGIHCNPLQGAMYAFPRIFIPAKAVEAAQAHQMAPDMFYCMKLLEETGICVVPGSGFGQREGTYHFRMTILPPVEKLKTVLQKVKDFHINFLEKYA
#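 Fluorescence of coupled pyruvate oxidase/HRP/Amplex Red system (50uM Amplex, 30 min, dark) reports pyruvate formed by GPT2. Enzyme reaction: 10ng/uL GPT2, 2mM L-alanine, 250uM a-KG, 30 min room temperature, pH 7.5; 50uM AOA control.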
# Starred values were filed as active, the others as inactive; i = inactive; ? = inconclusive; / = not tested or not shown; & = joins results of further samples; [ ] = dose if it differs, or a comment. Unless noted, calls follow the shape of the dose curve; as a rule, active = well fitted curve in the direction sought with a large enough effect; inconclusive = small, poorly fitted or top-dose-only effect, or another doubt; inactive = no such curve, though single readings can be large; an effect the other way counts as inactive or inconclusive. Unless noted, % is scaled to controls: 0 for no effect and ±100 for the full control effect.
SMILES	HEK cytotox	IP6K1 inh	SNCA expr inhib	Luciferase inh	3T3 cytotox	HEK293 viab	GPT2 inhibitor
O=C(CC1=CCCCC1)N1CC(F)(F)C[C@H]1c1nc(C2CC2)no1	-22%	2	-20%	-2%	-21%	-6%	-17%
Cc1ccccc1-n1cc(CN(C)C(=O)CN2C(=O)OC(C)(C)C2=O)cn1	-27%	6	5%	3%	-20%	10%	1%
O=C(CSc1nc2c([nH]c3ccccc32)c(=O)n1-c1ccccc1)N1CCOCC1	/	33	-14%	/	/	5%	/
O=C(NCc1ccc(C(F)(F)F)cc1)C1CCCN(Cc2cccc(-c3cccs3)c2)C1 (centres undefined)	?	-1	?	/	11µM*	?	-10%
Cc1ccsc1C(=O)N1CCC(n2cc(-c3nc(C(C)C)no3)nn2)CC1	?	58	0%	2%	-21%	7%	-2%
Cc1cc(C)cc(-c2ccc(CN3CCCC(N[S+](=O)([O-])c4cccs4)C3)cc2)c1 (centres undefined)	35µM*	9	-24%	/	32µM*	-10%	i
O=C(O)CC1CCCN(c2cn[nH]c(=O)c2)C1 (centres undefined)	17%	20	-6%	-8%	i	3%	i
C[N+]1(C)[C@@H]2CC(OC(=O)[C@H](CO)c3ccccc3)C[C@H]1[C@H]1O[C@@H]12 (some centres undefined)	/	/	-24%	/	/	1%	i
C[C@@H]1O[C@@H](O[C@H]2[C@H](OC(=O)[C@]34CCC(C)(C)C[C@H]3C3=CCC5[C@@]6(C)CC[C@H](O[C@@H]7O[C@H](CO[C@@H]8OC[C@H](O)[C@H](O)[C@H]8O[C@@H]8OC[C@@H](O)[C@H](O)[C@H]8O)[C@@H](O)[C@H](O)[C@H]7O)C(C)(C)C6CC[C@@]5(C)[C@]3(C)C[C@H]4O)O[C@H](CO)[C@@H](O)[C@@H]2O)[C@H](O[C@@H]2O[C@H](CO)[C@@H](O)[C@H](O)[C@H]2O)[C@H](O)[C@H]1O[C@@H]1OC[C@@H](O)[C@H](O[C@@H]2OC[C@@H](O)[C@H](O)[C@H]2O)[C@H]1O (some centres undefined)	/	-8	/	/	/	-1%[5.56 µM]	-1%[11.5 µM]
COc1cccc(Cl)c1-c1nccc2c(=O)cc(N(C)C)oc12	?	-18	?	3%[172 µM]	50µM*	7%[87.6 µM]	i
COc1ccc(-n2nc3ccc(NC(=O)c4c(OC)cccc4OC)cc3n2)cc1	/	19	87%[activator]	/	/	-13%	/
COc1ccc(-c2noc(-c3cc(C(C)C)[nH]n3)n2)cc1	/	-10	82%[activator]	/	/	-8%	/
Cc1cc(F)ccc1NC(=O)CCS(=O)(=O)c1cc2c(cc1C)NC(=O)CO2	/	-5	-19%	/	/	8%	/
COc1cccc(CC(=O)NC2CCN(c3ccc(C)cc3)C2=O)c1 (centres undefined)	-4%	4	1%	2%	-15%	13%	-8%
Cc1nn(C)c(C)c1CCC(=O)N1CCC(Cc2noc(-c3ccc(F)cc3)n2)C1 (centres undefined)	?	7	15%	-14%	?	-10%	3%
COCCc1noc([C@@H]2CN(Cc3cccc(Cl)c3)C[C@H]2CO)n1	3%	-6	-22%	0%	-16%	2%	i
CCc1cccc2sc(N3CCN(C(=O)c4cc5ccccc5cc4OC)CC3)nc12	/	11	0%	/	/	11%	/
COCCNc1oc(-c2ccc(COc3ccc(OC)cc3)o2)nc1C#N	/	-13	-1%	/	/	-2%	/
O=C(Cc1c[nH]c2ncc(-c3ccc(F)c(Cl)c3)cc12)NCc1cccnc1	?	-26*	-19%[87.6 µM]	2%[172 µM]	?	-18%[87.6 µM]	1%[88.5 µM]
COc1ccc(C2(C(=O)N3CCCC(CO)CCNC(=O)CC3)CC2)cc1 (centres undefined)	-1%	-4	-14%	-8%	-3%	9%	?

# A draw from above in order of number of heavy atoms, rising.
SMILES	HEK cytotox	IP6K1 inh	SNCA expr inhib	Luciferase inh	3T3 cytotox	HEK293 viab	GPT2 inhibitor
O=C(O)CC1CCCN(c2cn[nH]c(=O)c2)C1 (centres undefined)	17%	20	-6%	-8%	i	3%	i
COc1ccc(-c2noc(-c3cc(C(C)C)[nH]n3)n2)cc1	/	-10	82%[activator]	/	/	-8%	/
COc1cccc(CC(=O)NC2CCN(c3ccc(C)cc3)C2=O)c1 (centres undefined)	-4%	4	1%	2%	-15%	13%	-8%

# More results:
SMILES	HEK cytotox	IP6K1 inh	SNCA expr inhib	Luciferase inh	3T3 cytotox	HEK293 viab	GPT2 inhibitor
Cc1ccccc1OCC(=O)Nc1ccc(C(=O)OCc2cc(=O)n3ccsc3n2)cc1	/	-25	1%	/	/	-10%	/
N#Cc1ccc(C(=O)N2CCC3(CC2)CN(c2ccncn2)CC3CO)cc1 (centres undefined)	9%	-10	49%[activator]	4%	-18%	-1%	-3%
O=C(c1cc(-c2ccc(Br)cc2)n[nH]1)N1CCN(S(=O)(=O)c2ccc(Cl)s2)CC1	/	-1	6%	/	/	3%	/
COc1ccc(C(C(=O)NCc2ccccc2)N(C(=O)Cn2nnc3ccccc32)c2ccc(OC)cc2)cc1 (centres undefined)	/	3	3%	/	/	3%	/
CC1(C)CC[C@]2(C(=O)O[C@@H]3O[C@H](CO[C@@H]4O[C@H](CO)[C@@H](O)[C@H](O)[C@H]4O)[C@@H](O)[C@H](O[C@@H]4O[C@H](CO)[C@@H](O)[C@H](O)[C@H]4O)[C@H]3O)[C@H](O)C[C@]3(C)C(=CCC4[C@@]5(C)CC[C@H](O[C@@H]6OC[C@@H](O)[C@H](O)[C@H]6O)[C@@](C)(C(=O)O)C5CC[C@]43C)[C@@H]2C1 (some centres undefined)	/	17	/	/	/	-5%[12.5 µM]	2%[17.1 µM]
CCOc1ccc(NC(=O)CN2C(=O)C(c3ccc(Cl)cc3)=NC2(C)C)cc1	/	-12	68%[activator]	/	/	-7%	/
COc1ccc(NC(=O)CN(c2ccc(C)cc2)S(=O)(=O)c2cccs2)cc1OC	/	-2	25%	/	/	1%	/
COCCn1cnc2ccc(-c3ccc(F)cc3)nc2c1=O	i	-1	21%[87.6 µM]	?	?	4%[87.6 µM]	-6%[88.5 µM]
FC(F)(F)c1ccnc(N2CCOCC3(CN(Cc4ccccc4)C3)C2)n1	?	22	3%[87.6 µM]	-5%[172 µM]	-24%[138 µM]	-1%[87.6 µM]	5%[88.5 µM]
Cc1cc(C)c(NC(=O)Cn2c(=O)nc(-c3ccccc3)c3cc(Cl)ccc32)c(C)c1	/	9	75%[activator]	/	/	-1%	/
Cc1ccc(SCC(=O)Nc2ccc3oc(-c4cccc(C)c4)nc3c2)cc1	/	-4	-17%	/	/	25%	/
COC1CCC12CCN(C(=O)NC(C)(C)C)CC2 (centres undefined)	-5%	-9	-4%	-9%	-7%	-3%	4%
O=C(N[C@@H]1CN(Cc2ccc(F)cc2)C[C@H]1CO)c1cccnc1	-7%	5	-1%	7%	-11%	2%	-16%
COc1ccc(-c2noc([C@@H](C)NC(=O)c3nc4ccccc4s3)c2C(=O)O)cc1	?	-6	14%	?	-13%	9%	?
CCOC(=O)C(CC)Sc1ccc2nnc(CCNS(=O)(=O)c3ccc(C)cc3)n2n1 (centres undefined)	/	2	-9%	/	/	-9%	/
COc1ccc(-c2cc(N3CCCC(NC(=O)Cc4ccc(F)cc4)C3)n[nH]2)cc1 (centres undefined)	-28%	2	-11%	-28%	?	-11%	-16%
CCN(CC)S(=O)(=O)c1ccc(NC(=O)c2c(C)oc3ncnc(N4CCOCC4)c23)cc1	/	-12	54%[activator]	/	/	9%	/
O=C(Cc1ccsc1)N1CCC2(CC1)CC(N(Cc1ccc(F)cc1)C1CC1)CCO2 (centres undefined)	?	-6	-26%	-5%	?	-3%	-19%
CC(C)Oc1cc(N(C)CC2CC(=O)N(C(C)(C)C)C2)nc(N)n1 (centres undefined)	-18%	-7	-1%	-9%	-9%	3%	-5%
CCN(CCO)CCCC(C)Nc1ccnc2cc(Cl)ccc12 (centres undefined)	/	27&5	-21%	/	/	3%[5.56 µM]	-12%

# Next part:
# Values run as follows: HEK cytotox | IP6K1 inh | SNCA expr inhib | Luciferase inh | 3T3 cytotox | HEK293 viab | GPT2 inhibitor
Cc1ccc(-c2noc([C@@H]3CCCN3C(=O)CCCc3ccccc3)n2)cc1
    ? | 0 | -22% | -4% | ? | -11% | -17%
CC(=O)N1CCCc2cc(S(=O)(=O)N3CCC(C(=O)NCc4ccccc4Cl)CC3)ccc21
    / | -5 | 27% | / | / | -3% | /
CCCCNC(=O)c1cccc2c1CCN2C(=O)C1CC1
    3% | -10 | 9% | 0% | ? | 3% | i
CCNC(=O)N1CCCCCC1CN1CCC(C)CC1 (centres undefined)
    ? | -7 | -5% | 10% | -10% | -5% | i
Cc1ccsc1CN1CCC(CO)(CN2CCCC2)CC1
    ? | 0 | 13% | 0% | -20% | 2% | 5%
Cc1cccc(NC(=O)Cn2nnc(C(=O)Nc3ccccc3Br)c2N)c1C
    / | 20 | 28% | / | / | 5% | /
O=C(NCc1ccco1)C1CCN(C(=O)c2ncn3c2COC(c2ccccc2)C3)CC1 (centres undefined)
    1% | -6 | 76%[activator] | 5µM* | 0% | 11% | 3%
CCN(CC)C(=O)[C@@H]1CCC[C@@H](NCc2cccc(OC)c2)CN(C)C(=O)C1
    -6%[172 µM] | -5 | -11%[87.6 µM] | -5%[172 µM] | -12%[174 µM] | 3%[87.6 µM] | ?
Cc1nn(C)c(C)c1CNC(=O)Cn1nc2c(cc1=O)CCCCC2
    10% | 9 | 51%[activator] | 0% | i | 6% | i
CCCNC(=O)CCn1nc(-c2ccc(C)cc2)c2ccccc2c1=O
    / | -3 | 17% | / | / | -14% | /
COc1ccc(C)cc1NC(=O)CN1C(=O)CSc2ccc(S(=O)(=O)N3CCCC3)cc21
    / | 4 | -20% | / | / | -10% | /
CCC(O)c1cc2n(n1)CCN(CC(=O)Nc1cnn(C)c1)C2 (centres undefined)
    -17% | 6 | 0% | 13% | -17% | -10% | i[11.5 µM]
CCOc1ccc(OCC)c(NC(=O)c2cc(-c3cccs3)nc3ccccc23)c1
    / | -14 | 20% | / | / | ? | /
COC1CCOC2(CCN(C(=O)Nc3cccc(C)c3)CC2)C1 (centres undefined)
    19% | 4 | 5% | -21% | 3% | -13%[12.5 µM] | i
O=C(O)[C@H]1O[C@H](Oc2cc3oc(-c4ccccc4)cc(=O)c3c(O)c2O)[C@H](O)[C@@H](O)[C@H]1O
    / | / | 15% | / | / | ? | 3.4µM*

# Source: PubChem
